Screening results deposited in PubChem by Southern Research Specialized Biocontainment Screening Center.
MgcRacGAP inhibition = MgcRacGAP GTPase-activating activity inhibitors, confirmation, biochemical, ADP Hunter fluorescence. AID 624330. 340,000 tested, 0.6% active. MgcRacGAP-stimulated Rac1 GTP hydrolysis, ADP Hunter fluorescence; higher % means a stronger effect; GST-tagged Rac1 F28L mutant substrate. inhibition, % at 30 µM; hits with a dose series show IC50 in µM;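 active = first-screen hits whose inhibition reached a set limit at any dose in the follow-up dose series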;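 note: fluorescence reports GDP produced by GAP-driven GTP hydrolysis; strong numbers were not always called active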
RSV CPE inhibition = RSV antiviral activity via CPE protection, HEp-2 cells, primary 10 µM value included (AID 2391); HEp-2 cells, RSV-induced CPE inhibition; higher % means a stronger effect; CPE inhibition, % at 10 µM; hits with a dose series show IC50 in µM; 310,000 tested, 0.13% active; in the data active = a potency from the dose series; note: strong numbers were not always called active
NS5 inhibitors = Dengue-2 NS5 methyltransferase inhibitors, primary screen, biochemical, confirmation dose response (AID 588689). Dengue-2 NS5 methyltransferase capping enzyme assay, biochemical; higher % means a stronger effect. inhibition, % at 25 µM; hits with a dose series show IC50 in µM. 340,000 tested, 0.3% active; in the data active = a potency from the dose series
The depositor's hits bear a star. A portion of the library, so the mix of outcomes need not match the whole.

SMILES	MgcRacGAP inhibition	RSV CPE inhibition	NS5 inhibitors
CC(C)(C)OC(=O)N1CCN(C(=O)c2[nH]cnc2C(=O)Nc2cccc(Cl)c2)CC1	0%	-0.6%	-10%
O=C(CCc1nc2ccccc2c(=O)[nH]1)Nc1nnc(SCc2ccccc2F)s1	4%	1.6%	12%
COCCN(C(=O)CSc1nnc(-c2ccco2)n1C)c1c(N)n(CC(C)C)c(=O)[nH]c1=O	-2%	0.1%	-10%
CCC(=O)C(C#N)(c1ccc(OC)c(OC)c1)C(C)C (stereo not drawn)	8%	-0.2%	4%
CCN(c1ccccc1)S(=O)(=O)c1ccc(Oc2ccc(C(C)=O)cc2OC)nc1	2%	5.1%	-2%
Cc1cccc(OCCOC(=O)c2ccc(F)c(S(=O)(=O)N3CCOCC3)c2)c1	3%	4.5%	-8%
CCCOc1ccc(N2C(=O)CC(NCCCN3CCC(C(N)=O)CC3)C2=O)cc1 (stereo not drawn)	4%	1.4%	-3%
CN1CCN(c2ccc(S(=O)(=O)N3CCCCC3)cc2N)CC1	6%	0.1%	-1%
CCOC(=O)[C@H]1[C@H]2COc3ccc(Br)cc3[C@@H]2N2C(=O)CN(Cc3ccco3)C(=O)[C@@]12C	19%	0.7%	-1%
CCOc1cc(N2CCOCC2)c(OCC)cc1NC(=O)c1[nH]c(C)c(C(C)=O)c1C	8%	-0.9%	-1%
Cc1ccc(C(=O)COC(=O)c2cccc([N+](=O)[O-])c2)s1	0%	0.9%	-16%
Cc1ccc(NC(=O)COc2ccc(N(C)S(=O)(=O)c3ccc(F)cc3)cc2)cc1	4%	2.1%	-6%
COc1ccccc1-n1c(SCC(=O)NC2CCS(=O)(=O)C2)nc2ccccc2c1=O (stereo not drawn)	7%	-0.6%	1%
Cc1cccc(NC(=O)c2nc[nH]c2C(=O)NCCCCCCNC(=O)c2[nH]cnc2C(=O)Nc2cccc(C)c2)c1	1%	-1.8%	-9%
Cc1c(C(=O)OCC(=O)NCc2ccco2)oc2ccccc12	2%	1.5%	-9%
COc1ccc(-c2nc(NC(=O)C3CC(=O)N(Cc4ccco4)C3)sc2C)cc1 (stereo not drawn)	4%	3.9%	-3%
COc1ccc(-c2c3c(cc4ncn(Cc5ccccc5)c24)COC3=O)cc1	4%	1.8%	-4%
CCC(=O)NC(C)c1cc(Cl)c2ccccc2c1O (stereo not drawn)	14%	1.4%	-1%
Cc1occc1-c1nnc(SCC(=O)NC2CCCCC2)o1	9%	0.3%	-2%
Cc1ccc(C(=O)NC2CC2)cc1S(=O)(=O)N1CCOCC1	5%	3.4%	7%
CC(C)(C)c1ccc(OCC(=O)Nc2cccc(S(=O)(=O)NC3=NCCCCC3)c2)cc1	1%	2.7%	-8%
COc1ccc(C(CNC(=O)c2ccc(OC)c(S(=O)(=O)N3CCCC3)c2)N2CCCC2)cc1 (stereo not drawn)	-2%	-0.2%	-21%
CN(C(=O)CSc1nc2ccccc2[nH]1)C1CCS(=O)(=O)C1 (stereo not drawn)	4%	1.6%	-4%
CC12CCC(=O)N1C(C(=O)NNC(=O)c1ccccc1Cl)CS2 (stereo not drawn)	7%	0.5%	3%
COc1ccc([C@H]2CC(=O)C=C(c3ccnc4ccc(Cl)cc34)C2)cc1	8%	0.3%	2%
SMILES	MgcRacGAP inhibition	RSV CPE inhibition	NS5 inhibitors
CC(=O)Nc1ccc(SC[C@H](Cc2ccccc2)N2CC[C@@H](O)CCC2=O)cc1	4%	0.1%	2%
CSc1ccc(/C=C/C(=O)OCC(=O)NCC2CCCO2)cc1 (stereo not drawn)	1%	1.3%	4%
Cc1cccc(OCCCC(=O)Nc2ccc(Cl)c(S(=O)(=O)N3CCOCC3)c2)c1	5%	5.9%	-4%
CN(C)S(=O)(=O)c1ccc(Cl)c(C(=O)OCC(=O)NC(=O)NC2CCCC2)c1	7%	3.8%	-1%
O=C(Cn1ncc(Cl)c(Cl)c1=O)Nc1ccc2c(c1)OCO2	19%	-1.3%	-20%
CCN(CC(=O)NCc1cccs1)C(=O)c1ccc(-c2ccccc2F)o1	2%	2.3%	-6%
O=C(Cc1cccc(NC(=O)C2CCN(C(=O)C3CCCCC3)CC2)c1)Nc1cccc(C(=O)N2CCCC2)c1	9%	2.6%	0%
CSc1ncnc2c1ccn2CC(=O)Nc1ccc(C)c(C)c1	11%	1.8%	-6%
CN(C)CCN1C(=O)c2ccccc2C1=O	5%	0.2%	2%
CC(=O)c1c[nH]c(C(=O)Nc2ccc(N3CCCCCC3)cc2)c1	20%	1.4%	-4%
COc1ccccc1C(CNC(=O)CNC(=O)c1ccc(Cl)c(Cl)c1)N1CCCC1 (stereo not drawn)	1%	-1.5%	-10%
CCN(CC)C(=O)c1[nH]cnc1C(=O)Nc1cccc(C)c1	8%	0.1%	-4%
CCOC(=O)C1=CC[C@]2(C)c3c(c4ccccc4n3C)C(=O)C1N2C	8%	1.7%	-3%
CCOc1cc2c(cc1OCC)CN(CC(=O)Nc1ccccc1C(=O)NC1CC1)CC2	5%	2.5%	1%
COc1ccccc1-c1oc2ccccc2c1C#CC1(N)CCCCC1	23%	-2.0%	-6%
CC1CCCN(C(=O)COC(=O)Cc2c[nH]c3ccccc23)C1 (stereo not drawn)	4%	1.7%	-6%
CCN(C(=O)COC(=O)c1ccc2ccccc2c1)c1c(N)n(Cc2ccccc2)c(=O)[nH]c1=O	3%	0.8%	9%
COc1ccccc1-n1c(SCC(=O)NC2CC2)nc2ccccc2c1=O	6%	0.7%	-15%
O=C(CCc1c[nH]c2ccccc12)NN1C(=O)NC2(CCCCC2)C1=O	2%	0.7%	4%
COCc1c(C(=O)NC2CCCCC2)sc2cccc(F)c12	3%	-0.1%	-9%
COc1ccc(NC(=O)CN(C)CC(=O)c2[nH]c(C)c(C(C)=O)c2C)cc1	1%	1.8%	0%
COc1cccc(-c2ccc3ncnc(N(C)Cc4ccco4)c3c2)c1	11%	4.5%	-2%
CCN(c1ccccc1)S(=O)(=O)c1ccc(Cl)c(NC(=O)CN2CCN(C)CC2)c1	-1%	-0.3%	-2%
CC(=O)c1ccc(S(=O)(=O)N2CCn3cccc3C2C)cc1 (stereo not drawn)	4%	0.4%	9%
CCOc1cc(/C=C2/N=C(c3ccc4c(c3)OCO4)OC2=O)ccc1OC(C)=O	4%	0.6%	-3%

Copied from the listing for reference:
SMILES	MgcRacGAP inhibition	RSV CPE inhibition	NS5 inhibitors
CC(=O)Nc1ccc(SC[C@H](Cc2ccccc2)N2CC[C@@H](O)CCC2=O)cc1	4%	0.1%	2%
CSc1ccc(/C=C/C(=O)OCC(=O)NCC2CCCO2)cc1 (stereo not drawn)	1%	1.3%	4%
Cc1cccc(OCCCC(=O)Nc2ccc(Cl)c(S(=O)(=O)N3CCOCC3)c2)c1	5%	5.9%	-4%
CN(C)S(=O)(=O)c1ccc(Cl)c(C(=O)OCC(=O)NC(=O)NC2CCCC2)c1	7%	3.8%	-1%

(listing goes on)
SMILES	MgcRacGAP inhibition	RSV CPE inhibition	NS5 inhibitors
CCOc1ccccc1N1CCN(CC(=O)Nc2ccccc2C(=O)NC2CC2)CC1	4%	0.7%	-7%
CCN1C(=O)c2cccc3c(S(=O)(=O)N4CCC(C)CC4)ccc1c23	8%	1.1%	-4%
Cc1ccc(NC(=O)CN(C)C(=O)COC(=O)c2nccnc2N)cc1	3%	2.4%	-6%
Cc1ccc(C(=O)Nc2ncccc2C)cc1S(=O)(=O)N1CCOCC1	4%	1.2%	-8%
CC(C)(C)N(Cc1ccccc1)C(=O)COC(=O)CNS(=O)(=O)c1ccc2ccccc2c1	5%	1.0%	5%
O=C1C=C(c2ccc(Cl)c(C(F)(F)F)c2)C[C@@H](c2ccc(F)cc2)C1	3%	12%	-12%
COc1cc(S(=O)(=O)NCC(c2ccco2)N2CCCCC2)ccc1NC(C)=O (stereo not drawn)	5%	1.2%	-9%
O=C1CCN(Cc2ccccc2)S(=O)(=O)c2ccc(C(F)(F)F)cc21	7%	1.6%	-6%
O=C(c1ccc([N+](=O)[O-])o1)N(Cc1nnc(-c2ccccc2Cl)o1)C1CC1	2%	-0.1%	7%
Cc1c(NC(=O)COC(=O)Cc2ccc(Br)cc2)c(=O)n(-c2ccccc2)n1C	1%	-0.2%	15%
CCOc1cc(N2CCOCC2)c(OCC)cc1NC(=O)c1nn(CC)c(=O)c2ccccc12	4%	-0.2%	-4%
CCCCc1nnc(NC(=O)CCN2C(=O)C3CC=CCC3C2=O)s1 (stereo not drawn)	0%	0.0%	-5%
O=C(Nc1cccc(F)c1)C1CCCN(C(=O)c2ccc(Cl)cc2)C1 (stereo not drawn)	2%	-0.5%	-11%
Fc1cccc(CNc2ncnc3ccc(-c4ccc5c(c4)OCO5)cc23)c1	6%	2.8%	0%
COc1ccc([C@H]2CC(=O)C=C(c3ccc(CNC(=O)OC(C)(C)C)cc3)C2)cc1	13%	0.8%	-2%
CC(C)(C)N(Cc1ccccc1)C(=O)CN1C(=O)NC2(CCCCCC2)C1=O	9%	0.1%	-1%
COc1ccc(O)c(C(=O)c2cnn(C(=O)c3ccc(C)cc3)c2)c1	3%	2.8%	1%
N#Cc1ccccc1S(=O)(=O)N1CCN(C(=O)[C@H](Cc2ccccc2)NC(=O)c2ccco2)CC1	1%	1.0%	-4%
COc1cccc(NS(=O)(=O)c2ccc(S(=O)(=O)N3CCCC3)cc2)c1	4%	1.8%	-3%
O=C(O)c1cccc(S(=O)(=O)Nc2cccc(S(=O)(=O)N3CCCC3)c2)c1	0%	1.5%	0%
COc1ccc([C@H]2CC(=O)C=C(c3ccc(C)c(F)c3)C2)cc1	9%	-0.3%	0%
COc1ccc(S(=O)(=O)N2CCCCCC2)cc1C(=O)NCc1cccs1	2%	2.7%	-7%
CC(NC(=O)C1CCN(C(=O)c2cccs2)CC1)c1ccc(S(N)(=O)=O)cc1 (stereo not drawn)	6%	1.4%	6%
Cc1csc(NC(=O)CCCNC(=O)c2ccc(Cl)cc2)n1	6%	0.0%	-2%
CCOc1cc(-c2n[nH]c(=S)n2Cc2ccccc2)ccc1OC(F)F	6%	3.0%	-7%

An excerpt from above in order of their number in RSV CPE inhibition, lowest first:
| SMILES | RSV CPE inhibition |
| --- | --- |
| CC(C)(C)N(Cc1ccccc1)C(=O)CN1C(=O)NC2(CCCCCC2)C1=O | 0.1% |
| CCOc1ccccc1N1CCN(CC(=O)Nc2ccccc2C(=O)NC2CC2)CC1 | 0.7% |
| COc1ccc(S(=O)(=O)N2CCCCCC2)cc1C(=O)NCc1cccs1 | 2.7% |

Next part.
SMILES	MgcRacGAP inhibition	RSV CPE inhibition	NS5 inhibitors
CCCCN(C(=O)CSc1c(C)c(C)cc(C)c1C)c1c(N)n(CCC)c(=O)[nH]c1=O	1%	-0.5%	6%
CC(=O)c1ccc(S(=O)(=O)N2CCN(c3nc(-c4cccnc4)nc4ccccc34)CC2)cc1	11%	2.1%	3%
COc1ccccc1C(=O)NCCC(=O)N1CCN(S(=O)(=O)c2ccc(Cl)cc2)CC1	1%	0.6%	7%
CCOC(=O)N1CCC(NCCNC(=O)c2ccc(F)cc2)CC1	7%	-0.8%	-3%
O=C(CCNC(=O)c1ccc([N+](=O)[O-])cc1)Nc1cc(Cl)ccc1N1CCOCC1	4%	0.4%	-1%
CCN(CC)c1ccc(N)cc1	17%	3.1%	1%
COC(=O)c1ccc(C)c(NC(=O)CSc2nc3[nH]c(=O)cc(O)c3s2)c1	5%	1.0%	-2%
O=C(COC(=O)c1cccnc1Cl)Nc1cc(S(=O)(=O)N2CCOCC2)ccc1Cl	3%	0.3%	-3%
Cc1c(NC(=O)CSc2nc3ccccc3c(=O)n2C(C)C)c(=O)n(-c2ccccc2)n1C	-1%	1.4%	-8%
C=CCC(NC(=O)c1ccc(C#N)cc1)C(=O)NCCC (stereo not drawn)	2%	1.2%	1%
CCc1nnc(NC(=O)c2ccc(OC)c(S(=O)(=O)N3CCCC3)c2)s1	-2%	2.5%	9%
CC1CC(C)(C)CC2(C1)NC(=O)N(CC(=O)Nc1cc([N+](=O)[O-])ccc1F)C2=O (stereo not drawn)	4%	1.1%	3%
COc1ccccc1N1CCN(C(=O)c2cccc(S(=O)(=O)N3CCCCCC3)c2)CC1	4%	2.6%	-4%
CC(Sc1ccc(S(=O)(=O)N2CCCC2)cn1)C(N)=O (stereo not drawn)	5%	2.1%	-7%
CCN(C(=O)COC(=O)CNC(=O)c1ccc(C)cc1)c1c(N)n(Cc2ccccc2)c(=O)[nH]c1=O	-1%	1.7%	2%

Ordered by SMILES length (lowest first): part of the list above
SMILES	MgcRacGAP inhibition	RSV CPE inhibition	NS5 inhibitors
CCN(CC)c1ccc(N)cc1	17%	3.1%	1%
O=C(COC(=O)c1cccnc1Cl)Nc1cc(S(=O)(=O)N2CCOCC2)ccc1Cl	3%	0.3%	-3%
COc1ccccc1C(=O)NCCC(=O)N1CCN(S(=O)(=O)c2ccc(Cl)cc2)CC1	1%	0.6%	7%
O=C(CCNC(=O)c1ccc([N+](=O)[O-])cc1)Nc1cc(Cl)ccc1N1CCOCC1	4%	0.4%	-1%
CC1CC(C)(C)CC2(C1)NC(=O)N(CC(=O)Nc1cc([N+](=O)[O-])ccc1F)C2=O (stereo not drawn)	4%	1.1%	3%
CCN(C(=O)COC(=O)CNC(=O)c1ccc(C)cc1)c1c(N)n(Cc2ccccc2)c(=O)[nH]c1=O	-1%	1.7%	2%
